Assay outcomes as filed in PubChem BioAssay.
mIDH1 inhibitor = inhibitors of human mutant IDH1 R132H. 390,000 tested, 0.093% active. Potency, µM (series often up to 76.6 µM), inactives show top-dose activity change, negative = inhibition, most hits filed as inhibitors. O75874. IDH1-R132H enzyme, NADPH consumption, diaphorase/resazurin fluorescence; also: potency is read from the fitted curve at half-maximal effect; % is scaled to controls: 0 for no effect and ±100 for the full control effect; nearly all actives have a fitted effect of over 65% in size
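IDH1-R132H (0.5 ug/mL) preincubated 30 min with compound, then NADPH (0.016 mM) and alpha-KG (2 mM) added; 80 min at RT, pH 7.5. Remaining NADPH coupled via diaphorase/resazurin to fluorescence (540/590 nm); concentration-response curves normalized to no-enzyme control.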
rTrxR1 inhibitor = rat TrxR1 inhibition; recombinant rTrxR1, NADPH fluorescence consumption, selenite substrate; 390,000 tested, 1% active; O89049; Potency, µM (series often up to 114 µM), without a hit: at the top dose activity change, negative = inhibition, usual class: inhibitors; also: potency is read from the fitted curve at half-maximal effect; % is scaled to controls: 0 for no effect and ±100 for the full control effect; nearly all actives have a fitted effect of over 65% in size
Target sequence (O89049 whole entry, looked up): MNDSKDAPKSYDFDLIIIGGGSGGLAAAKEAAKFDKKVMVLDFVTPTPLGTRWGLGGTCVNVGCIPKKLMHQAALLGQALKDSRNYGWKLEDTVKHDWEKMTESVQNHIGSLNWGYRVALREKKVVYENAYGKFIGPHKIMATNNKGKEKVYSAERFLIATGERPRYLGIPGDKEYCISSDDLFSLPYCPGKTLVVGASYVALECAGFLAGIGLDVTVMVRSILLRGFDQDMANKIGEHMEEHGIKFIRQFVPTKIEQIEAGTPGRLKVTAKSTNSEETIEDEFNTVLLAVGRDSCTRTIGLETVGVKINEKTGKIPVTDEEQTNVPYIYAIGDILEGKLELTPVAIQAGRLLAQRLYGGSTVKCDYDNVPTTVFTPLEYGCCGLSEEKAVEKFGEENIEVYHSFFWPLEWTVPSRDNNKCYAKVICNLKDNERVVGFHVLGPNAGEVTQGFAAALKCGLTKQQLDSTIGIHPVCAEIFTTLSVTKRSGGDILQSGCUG
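Rat TrxR1 (90 nM in the dispensed reagent) was pre-reduced with 400 uM NADPH for 5 min at room temperature, then incubated with compound for 15 min. After 400 uM selenite was added, NADPH fluorescence (Ex 340/Em 450 nm) was followed for 8 min.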
TRHR enhancer = TRH receptor (human) allosteric enhancement | P34981 | TRHR cells, fluo-8 calcium fluorescence, EC20 TRH enhancement | enhancement, % at 2 µM | 360,000 tested, 0.66% active | AID 493056; in the data active = enhancement above about 30%; also: 0% is about no effect
Target sequence (P34981 whole entry, looked up): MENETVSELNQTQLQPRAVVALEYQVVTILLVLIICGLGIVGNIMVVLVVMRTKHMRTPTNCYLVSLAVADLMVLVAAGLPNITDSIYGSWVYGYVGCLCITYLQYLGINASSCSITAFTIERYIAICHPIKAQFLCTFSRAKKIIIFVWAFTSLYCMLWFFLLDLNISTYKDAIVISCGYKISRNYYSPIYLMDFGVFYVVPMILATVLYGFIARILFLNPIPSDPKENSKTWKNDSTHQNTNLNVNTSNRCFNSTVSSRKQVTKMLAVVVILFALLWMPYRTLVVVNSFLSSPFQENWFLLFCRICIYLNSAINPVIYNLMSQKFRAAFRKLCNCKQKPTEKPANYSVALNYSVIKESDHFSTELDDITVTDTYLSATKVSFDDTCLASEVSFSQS
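TRHR-expressing cells loaded with fluo-8 calcium dye were read kinetically (ex 480/em 530) during compound addition, then stimulated with an EC20 of TRH (10 nM final). Enhancement of the Gq-mediated intracellular calcium response was scored.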
Pin1 inhibitor = inhibitors of human Pin1 | Q13526 | Pin1 FP peptide displacement, HiFluor488, 10 min | Potency, µM (top dose mostly 115 µM), for the others: at the highest dose activity, negative = inhibition, most hits filed as inhibitors | 390,000 tested, 0.009% active | AID 504891; active = well fitted inhibition curve with a large enough effect in the polarisation, with a control signal flat, not every such curve was filed as active; inconclusive = small, poorly fitted or top-dose-only effect, or effect the other way, or a change in a side signal; inactive = no such curve, though single readings can be large or run the other way; the % refers to the polarisation; also: potency is read from the fitted curve at half-maximal effect; % is scaled to controls: 0 for no effect and ±100 for the full control effect
Target sequence (Q13526 whole entry, looked up): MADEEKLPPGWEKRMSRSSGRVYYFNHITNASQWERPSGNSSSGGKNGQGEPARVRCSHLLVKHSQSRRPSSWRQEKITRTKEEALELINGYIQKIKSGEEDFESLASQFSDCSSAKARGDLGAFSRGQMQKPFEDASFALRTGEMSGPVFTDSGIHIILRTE
D2 ag = D2 dopamine receptor (human) agonism. P14416. HEK293 T-REx D2 cells, calcium flux agonist mode. activation, % at 2 µM. 340,000 tested, 0.53% active. AID 485358;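 active = activation over 3 SD above normal in the single-dose calcium agonist read, cut at about 30% in these data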; also: 0% is about no effect
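Tetracycline-induced HEK293 T-REx cells with force-coupled D2 receptor, plated overnight at 30 C, loaded with no-wash calcium dye. After a 10 s baseline, compound was pin-added and calcium flux read kinetically for 180 s; calcium rises flagged agonists.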
TrxR1 substrate = rat thioredoxin reductase 1 substrate activity; purified TrxR1 substrate turnover, NADPH consumption readout; 390,000 tested, 0.01% active; Potency, µM (highest dose often 114 µM), without a hit: top-dose activity change, negative = substrate turnover; O89049; also: potency is read from the fitted curve at half-maximal effect; % is scaled to controls: 0 for no effect and ±100 for the full control effect; nearly all actives have a fitted effect of over 50% in size
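Rat TrxR1, dispensed at 90 nM, was prereduced with 400 uM NADPH (final) for 5 min at ~22 deg C, then incubated with compound 15 min before 400 uM selenite. A first-read NADPH fluorescence drop versus no-compound background flagged substrates.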
USP1 inh = blocks the human USP1/UAF1 deubiquitinase complex; recombinant USP1/UAF1, Ub-Rhodamine cleavage fluorescence; Potency, µM (series often up to 57.1 µM), for inactives: at the highest dose activity change, negative = inhibition, most hits filed as inhibitors; 390,000 tested, 0.23% active; also: potency is read from the fitted curve at half-maximal effect; % is scaled to controls: 0 for no effect and ±100 for the full control effect; nearly all actives have a fitted effect of over 60% in size; inactives centre near -12
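1 nM enzyme complex + cpd, 15 min RT; start with Ub-Rho 150nM final; kinetic fluorescence ex 480/em 540, 6 reads q60 s. Buffer 50mM HEPES pH 7.8, 0.5mM EDTA, 0.1 mg/ml BSA, 1mM TCEP, 0.01% Tween-20.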
D2 antagonist = D2 dopamine receptor (human) antagonism | P14416 | HEK293 TREx D2 cells, calcium flux, dopamine EC80 | inhibition, % at 10 µM | 340,000 tested, 2% active | AID 485344; in the data active = inhibition above about 30%; also: 0% is about no effect
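Read-out: kinetic calcium fluorescence (1 cycle/s) in inducible HEK293 T-REx D2 cells after an EC80 dopamine addition that followed 180 s compound preincubation. Loss of the dopamine response indicates antagonism.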
TRHR agonist = TRH receptor (human) agonism | TRHR cells, calcium flux fluo-8, FDSS agonist mode | P34981 | activation, % at 2 µM | 360,000 tested, 0.18% active; in the data active = activation above about 30%; also: 0% is about no effect
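TRHR-expressing cells, plated overnight in medium with 10% serum, were loaded with fluo-8 calcium dye at room temperature. After a 10 s baseline, library compound was pin-added and calcium release was recorded kinetically (ex 480/em 530) as agonist response.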
* hit, by the source's call; u = inconclusive; x = not tested or not shown; & = joins results of further samples; [ ] = remark or other dose. Unless noted, calls follow the shape of the dose curve; as a rule, active = well fitted inhibition curve with a large enough effect; inconclusive = small, poorly fitted or top-dose-only effect; inactive = no such curve, though single readings can be large or run the other way.

Screens in order – D2 antagonist, USP1 inh, mIDH1 inhibitor, TrxR1 substrate, TRHR enhancer, Pin1 inhibitor, rTrxR1 inhibitor, D2 ag, TRHR agonist
> CCN(CC)S(=O)(=O)c1ccc(-c2cn3ccc(C)cc3n2)cc1
 : 5, -10%, -4%, 28%, -1, 3%, 39%[activator], 0.9, -0.2
> CCOC(=O)CNC(=O)c1sc(NC(=O)c2ccccc2F)nc1C
 : 10, 5%, -3%, -4%[57.1 µM], -8, 1%, 13%, 0.3, -0.1
> C/C(=N\NC(=O)c1nn(C)c(C)c1Br)c1ccc(NC(=O)c2ccoc2C)cc1
 : -17, -9%, 2%, 24%, 31*, 4%, 9%, -0.4, -0.9
> O=C(Nc1ccccc1F)Nc1ccc([N+](=O)[O-])cc1Cl
 : -5, -13%, 6%, 0%, -9, -2%, 8%, 0.7, 0.7
> C[C@H](NC(=O)c1nc[nH]c1C(=O)N1CCN(C(=O)OC(C)(C)C)CC1)C(=O)OC(C)(C)C
 : -4, -16%, 13%, 6%, -7, -6%, 9%, 0.8, -0.2
> O=C(CSc1nnc(-c2cnccn2)n1Cc1ccco1)Nc1ccc(Br)cc1
 : 24, -9%, -3%, -6%, -4, -5%, -18%, 0.8, -0.3
> Cc1sc(N/N=C/c2cccnc2)nc1-c1ccc(Cl)cc1
 : -4, -27%, 1%, 6%, 3, -1%, -2%, -0.4, 0.4
> S=C(Nc1ccccc1)Nc1nccs1
 : 6, u, -8%, 12%&1%[57.1 µM], 6, 0%, u, -2.1, 1.0
> COc1cccc(C(=O)N2CCN(C(=O)COc3ccc4ccccc4c3)CC2)c1
 : 17, -7%, -1%, 7%[57.1 µM], 4, -2%, 17%[57.1 µM], -0.3, 0.1
> Cc1ccc(S(=O)(=O)NC2=C(N3CCN(Cc4ccccc4)CC3)C(=O)c3ccccc3C2=O)cc1
 : -16, -6%, 2%, -7%, 3, 0%, -13%, -0.9, -0.8
> O=C(NC1CCCCC1)c1cccc(S(=O)(=O)N2CCOCC2)c1
 : -19, -11%, 1%, 11%[57.1 µM], 3, -9%, 17%, 0.3, 0.8
> O=C(COC(=O)Cc1c[nH]c2ccccc12)Nc1cc(S(=O)(=O)N2CCOCC2)ccc1Cl
 : x, -17%, -2%, -1%, x, 52%[activator], 19%, x, x
> COc1cccc(NC(C)C(=O)N2CC(C)OC(C)C2)c1 (stereo not given)
 : -5, -11%, 3%, -6%, -2, -1%, -6%, 0.5, -0.2
> COC(=O)Cn1c(N2CCCC2)nc2c1c(=O)n(C)c(=O)n2C
 : 1, -25%, 2%, 0%, -1, -1%, -2%, 0.9, -0.2
> N#Cc1ncn(-c2ccc(Oc3ccccc3)cc2)c1N
 : -7, -11%, 16%, 6%, -3, -18%, 12%, 2.3, -0.7
> O=C(Cc1ccc(Cl)cc1)NCC(=O)N1CCCC1
 : 8, -7%, 1%, -8%, 4, 0%, -5%, 0.0, -0.4
> CC1CC2=C(NC(=S)NC2c2cccc(F)c2)/C(=C/c2cccc(F)c2)C1 (stereo not given)
 : -12, -13%, -4%, 1%[57.1 µM], 0, -3%, 14%[57.1 µM], 0.9, -0.6
> CCCN(CCC)CCNc1c(NC2CCN(C(=O)OCC)CC2)c(=O)c1=O
 : 15, -21%, 14%, 6%, -14, 3%, 13%, 0.6, 1.2
> COc1cc(CC(=O)OCC(=O)c2c[nH]c3ccccc23)cc(OC)c1OC
 : 11, -14%, 0%, -6%, 5, 3%, 14%, -0.7, -0.2
> COc1ccc(S(=O)(=O)NC(C)C(=O)NCc2ccc3c(c2)OCO3)cc1OC (stereo not given)
 : 7, -17%, 1%, 1%[57.1 µM], 10, 1%, 7%[57.1 µM], 0.6, 1.1
> Cc1ccc(S(=O)(=O)NCc2cccnc2)cc1C(=O)N1CCCC1
 : 1, -8%, 2%, 4%, 29, -10%, 14%, -0.1, 0.0
> Cc1cccc(CCN(CC(=O)NC(C)(C)C)C(=O)c2csnn2)c1
 : 7, -7%, -3%, 2%[57.1 µM], -1, 5%, 13%[57.1 µM], 0.0, 1.0
> CCOC(=O)c1ccc(N2CCN(c3ccccc3OC)CC2)c(NC(=O)Nc2ccc(CC)cc2)c1
 : x, -5%, 12%, 3%[57.1 µM], 0, -2%, 17%[57.1 µM], -2.1, -0.3
> O=C(CCCOc1ccccc1)N1CCN(c2ccccc2)CC1
 : -2, -23%, 6%, 10%, 1, 0%, 15%[57.1 µM], -1.6, -0.2
> Cc1ccc2ccccc2c1NC(=O)c1ccco1
 : -17, -11%, -1%, -4%, -2, -3%, 10%, -0.9, 0.3
> CCN(CC)C(=O)CSc1nc2ccccc2o1
 : 28, -11%, 6%, -4%, -9, u, 2%, 0.6, 0.1
> Cc1ccc(-c2noc(CC(=O)c3ccc([N+](=O)[O-])cc3)n2)cc1
 : x, 2%, 4%, 16%[57.1 µM], x, 3%, 34%[57.1 µM], x, x
> Cc1ccc(C=Nc2ccc(N(C)C)cc2)o1
 : 11, u, 18%, -7%, -5, 5%, u, -0.1, 0.5
> COc1cc(OC)cc(C(=O)N[C@H](C(=O)Nc2nc3ccc(S(C)(=O)=O)cc3s2)C(C)C)c1
 : -12, -17%, 0%, 10%[57.1 µM], 2, 4%, 11%, -0.8, 0.2
> COc1cccc(N/C(SCc2ccccc2C)=C(/C#N)C(=O)NCc2cccs2)c1
 : -4, -2%, -1%, -12%, 1, u, -8%, 5.8, 3.0
> CCCN(C(=O)c1cc(S(=O)(=O)N(C)c2ccc(OCC)cc2)ccc1C)C1CCS(=O)(=O)C1 (stereo not given)
 : -8, -5%, 3%, -20%, -3, u, -5%, 0.1, 0.1
> CCC(=O)N1c2ccccc2CC1C(=O)NCCc1cc(OC)c(OC)c(OC)c1 (stereo not given)
 : x, -9%, 10%, -12%[57.1 µM], 2, u, -10%[57.1 µM], 1.4, -0.7
> Cc1cc(NS(=O)(=O)c2ccc(NC(=O)C(C)Oc3cccc(C)c3C)cc2)nc(C)n1 (stereo not given)
 : -3, -19%, 2%, -6%, -4, -9%, -4%, -0.5, 0.4
> CCOC(=O)C1(C(F)(F)F)N=C(c2ccccc2F)OC(N(C)C)=N1 (stereo not given)
 : -8, -15%, 2%, 4%, -2, -1%, 14%, -1.0, -0.6
> COC(=O)c1ccc(-c2c(-c3ccccc3)ncc3cc(F)ccc23)cc1
 : -4, 3%, -4%, 8%[57.1 µM], 4, 8%, 7%[57.1 µM], -0.8, -0.4
> CCOC(=O)c1cnc2nc(C)[nH]n2c1=O
 : 6, -2%, 0%, 11%[57.1 µM], 1, 1%, 4%[57.1 µM], 0.7, 0.6
> O=[N+]([O-])c1ccc(Oc2ccc(Oc3ccc(C(F)(F)F)cn3)cc2)nc1
 : -1, -6%, 4%, -1%, -8, 1%, 24%, 0.2, 1.0
> Cc1ccccc1OCC(O)Cn1c(NCc2ccco2)nc2c1c(=O)[nH]c(=O)n2C (stereo not given)
 : 7, u, 5%, 12%, 1, 0%, 14%, 0.9, -1.3
> COc1ccc(OC)c(NC(=O)CCC(=O)Nc2nnc(C(C)C)s2)c1
 : -15, -19%, 6%, 0%, 4, 3%, 9%, 0.1, -0.2
> CC(C)(C)c1ccc(C(=O)NCCC(=O)N2CCC3(CC2)NCCc2[nH]cnc23)cc1
 : -19, -27%, 11%, 2%, 7, -2%, 10%, 0.0, 0.2
> COCc1nnc(NS(=O)(=O)c2ccc(F)cc2)s1
 : -2, -18%, -2%, 2%, 0, 3%, 19%, 1.1, -0.2
> CC(C)(C)c1cc(N2CCOCC2)n2ncc(-c3ccc(Cl)cc3)c2n1
 : 3, -23%, 3%, 174%[activator], 0, 6%, 89µM*, 0.1, 1.0
> Cc1c(Cl)cccc1NC(=S)N1CCN(c2ncccn2)CC1
 : -6, 7%, 4%, -3%, 0, 68%[activator], -6%, 6.5, 0.4
> CC(C)CN(CCNC(=O)CN1N=C(c2ccc(Cl)cc2)CCC1=O)CC(C)C
 : 3, -24%, 0%, -3%, -8, -1%, 10%, 0.3, -0.2
> CC(C)c1ccc(NC(=O)CN2C(=O)c3cccc4cccc2c34)cc1
 : x, u, -15%, 2%[57.1 µM], -8, 0%, 16%[57.1 µM], 0.3, 1.0
> O=C(NNC(=O)c1ccccc1F)c1ccc(-c2ccc(Cl)cc2)o1
 : 18, -7%, -2%, -3%[57.1 µM], -2, -2%, -12%[57.1 µM], -0.4, 0.4
> CC1(C)Cc2c(sc3c2c(=N)n(Cc2ccco2)c(=O)n3Cc2ccc(Cl)cc2)CO1
 : -3, -9%, 2%, -3%, -8, 81%[activator], -5%, 0.8, 0.5
> Cc1ccc(S(=O)(=O)NCC(C)NS(=O)(=O)c2ccccc2[N+](=O)[O-])cc1 (stereo not given)
 : -5, -24%, 10%, 4%, 4, 4%, 20%, 0.0, -0.8
> CCCC(=O)N(c1ccc(C(=O)O)cc1)c1nc(-c2ccccc2)c(C)s1
 : -6, 1%, 4%, -3%, -2, -1%, 16%, 1.4, 0.1
> CCS(=O)(=O)N1CCC(C(=O)NCc2ccccn2)CC1
 : -13, 0%, 0%, 11%, 8, -3%, 24%, 0.6, 0.7
> O=C(Cn1cnc(S(=O)(=O)N2CCCC2)c1)Nc1cccc(Br)c1
 : -8, -10%&-17%, -9%&-3%, -1%, 1&5, -3%&-2%, 23%, 0.0&0.2, -0.1&0.5

This is a subset (hit frequency here may not be typical).
